LANA DNA inh = KSHV C-LANA DNA binding inhibition. inhibition, % at 9 µM. MBP-C-LANA/FAM-LBS DNA binding, fluorescence polarization. 340,000 compounds, 0.078% hits. AID 504423;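 active = highest replicate inhibition at or above 60% at 9 µM, even if other replicates fall short; inactive = all replicates below 60% inhibition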;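 also: 0% = neutral control wells and 100% = 4 µM acridine orange control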
Arrestin-AP2 inh = inhibitors of human beta-arrestin and AP2 interaction; AID 504490; FITC-arrestin peptide / GST-AP2 beads, flow cytometry; AP2 beta2 appendage carries R879A mutation; 340,000 compounds, 0.31% hits; inhibition, % at 10 µM;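 active = inhibition above a set limit, near 3 SD of compounds lacking own fluorescence, cut at about 54% in these data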;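 also: plate controls were DMSO wells for no effect and 5 µM unlabelled arrestin peptide for full effect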
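System: GST-AP2 R879A glutathione beads. Medium: PBS with 0.05% Tween 20 and 0.1% BSA. Also added: FITC-arrestin peptide, 50 nM. Incubation: 12 min plus 1 h, RT. Measured by: high-throughput flow cytometry of beads, ex 488, em 535 nm. Evaluation: percent drop in bead-associated FITC signal.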
Pemphigus Ab inh = blocks pemphigus antibody binding to human desmoglein-3. P32926. DSG3-coupled beads, scFv-anti-DSG3-GFP binding, flow cytometry; active compounds read low. binding (percent of control), % at 10 µM. 310,000 compounds, 0.48% hits. AID 588358;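 active = binding more than 3 SD below its plate's average and above zero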;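 also: hits lower antibody fragment binding to DSG3; some compounds called inactive have numbers as strong as hits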
Target sequence (P32926 whole entry, looked up, the tested form may be a part): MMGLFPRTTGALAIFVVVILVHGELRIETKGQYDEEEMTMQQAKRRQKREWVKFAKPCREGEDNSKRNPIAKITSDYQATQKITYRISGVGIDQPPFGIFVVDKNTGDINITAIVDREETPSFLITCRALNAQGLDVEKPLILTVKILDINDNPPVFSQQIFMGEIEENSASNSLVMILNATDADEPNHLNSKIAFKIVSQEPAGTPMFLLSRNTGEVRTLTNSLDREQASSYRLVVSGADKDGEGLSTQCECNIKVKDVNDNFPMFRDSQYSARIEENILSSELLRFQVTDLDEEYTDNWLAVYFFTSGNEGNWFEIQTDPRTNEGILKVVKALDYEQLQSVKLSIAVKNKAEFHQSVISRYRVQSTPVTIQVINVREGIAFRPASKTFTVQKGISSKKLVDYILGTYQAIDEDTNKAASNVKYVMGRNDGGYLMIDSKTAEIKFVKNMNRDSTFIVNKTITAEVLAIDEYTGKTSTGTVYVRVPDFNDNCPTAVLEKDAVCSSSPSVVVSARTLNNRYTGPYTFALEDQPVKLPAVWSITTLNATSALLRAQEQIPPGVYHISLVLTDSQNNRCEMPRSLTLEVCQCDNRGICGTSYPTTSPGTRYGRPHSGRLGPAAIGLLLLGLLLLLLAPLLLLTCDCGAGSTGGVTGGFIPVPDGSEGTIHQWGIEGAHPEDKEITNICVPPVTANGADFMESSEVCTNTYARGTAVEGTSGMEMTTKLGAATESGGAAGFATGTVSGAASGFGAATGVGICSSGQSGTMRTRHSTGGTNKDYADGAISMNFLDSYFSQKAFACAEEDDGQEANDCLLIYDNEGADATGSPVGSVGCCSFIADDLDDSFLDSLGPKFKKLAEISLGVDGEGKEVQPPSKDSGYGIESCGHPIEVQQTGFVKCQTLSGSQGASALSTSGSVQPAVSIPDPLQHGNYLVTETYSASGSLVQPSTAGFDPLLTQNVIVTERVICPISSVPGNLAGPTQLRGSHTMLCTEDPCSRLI
Keap1 Nrf2 FP = disrupts human Keap1 binding to Nrf2 peptide; Q14145; Keap1 Kelch-Nrf2 peptide fluorescence polarization, 1536-well; inhibition, % at 9.4 µM; 340,000 compounds, 0.15% hits; in the data active = inhibition above about 12%;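 also: human Keap1 Kelch domain with fluorescein labeled Nrf2 9mer peptide probe; 0% = neutral control wells and 100% = peptide positive control; higher means more block of Keap1 binding to Nrf2 peptide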
Cardiac RTF inh = cardiac RTF calcium desensitization; P19429+P45379; IANBD-labeled cardiac RTF, Ca2+ fluorescence; inhibition, % at 7.15 µM; 340,000 compounds, 0.12% hits;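 active = inhibition above the mean inhibition of all tested compounds plus 3 SD, cut at about 17% in these data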;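 also: assay run at fixed EC70 calcium of 1.6 mM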
V-ATPase pHluor = yeast V-ATPase proton transport regulation by pHLuorin; S. cerevisiae, pHLuorin cytosolic pH fluorescence; response, % at 10 µM; 350,000 compounds, 0.37% hits; AID 504577; in the data active = response mostly above about 7.3%, no sharp cut-off; inactive = mostly below about 5.4%; also: actives read high; inactives centre near 0; some compounds called inactive have numbers as strong as hits
CAL PDZ FP-1 = inhibitors of human CAL PDZ peptide binding; 300,000 compounds, 0.92% hits; AID 602252; Q9HD26; inhibition, % at 24.9 µM; purified CAL PDZ, TMR-peptide fluorescence polarization, 1 h;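 active = mean inhibition of at least 30% with at least half of replicates also reaching 30%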;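 also: 0% = DMSO neutral control and 100% = excess unlabeled competitor peptide PRC23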
NSD2 inh = NSD2 (human) methyltransferase inhibition; O96028; 310,000 compounds, 0.54% hits; NSD2 peptide methylation, AlphaScreen, 120 min; AID 743445; inhibition, % at 12.5 µM; in the data active = inhibition above about 50%
CAL PDZ FP-2 = blocks peptide binding to human CAL PDZ domain. AID 504414. inhibition, % at 20 µM. 330,000 compounds, 0.02% hits. Q9HD26. purified CAL PDZ, TMR-peptide fluorescence polarization, 1 h;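 active = highest replicate inhibition of at least 40%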;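 also: plate controls were DMSO neutral control wells for no effect and unlabeled competitor peptide control wells for full effect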
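Test system: tagged CAL PDZ domain / Buffer or medium: sodium phosphate/NaCl buffer pH 7.4 with TCEP, IgG, Thesit / Reagent: TMR-labelled reporter peptide T*-PRC34 bound in PDZ groove / Compound dosing: single point, 20 µM / Schedule: 1 h incubation at room temperature before polarization reading / Technique: fluorescence polarization (mP) / Benchmarks: unlabelled peptide, DMSO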
DAGLB inhibitor = blocks human DAGLB lipase activity. 340,000 compounds, 0.059% hits. HEK293T DAGLB membrane lysate, EnzChek fluorogenic substrate. Q8NCG7. AID 504411. inhibition, % at 5.17 µM; in the data active = inhibition above about 34%;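 also: 0% = enzyme with vehicle and 100% = wells lacking enzyme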
* hit, by the source's call; · = no result given. Not all compounds are listed; rates above refer to the full screens.

SMILES | LANA DNA inh | Arrestin-AP2 inh | Pemphigus Ab inh | Keap1 Nrf2 FP | Cardiac RTF inh | V-ATPase pHluor | CAL PDZ FP-1 | NSD2 inh | CAL PDZ FP-2 | DAGLB inhibitor
CC1CC(NC(=O)c2ncn[nH]2)CC(C)(C)C1 (stereo not given) | 0.6 | 6 | 99 | -1 | 13 | 2 | -3 | 3 | 0.0 | 0
COP(=O)(OC)c1nc(-c2cccc3ccccc23)oc1NCCc1ccccc1 | -0.5 | 7 | 100 | 8 | 9 | -6 | 2 | -5 | 0.0 | -5
Cn1cc(Br)c(C(=O)n2cc(Br)cn2)n1 | -0.2 | -5 | 104 | -7 | -3 | 4 | -3 | -4 | 0.2 | -1
CCN=C1NN=C(c2ccc(C)cc2)CS1 | -2.4 | 11 | 120 | 0 | 2 | 0 | -3 | 1 | -3.7 | -1
CN1C(C(=O)NCC2CC2)CC2Cn3c(nc4ccccc43)C21 (stereo not given) | -0.3 | -6 | 104 | -5 | -5 | 2 | -1 | · | 0.5 | 3
O=C1c2cccc(Cl)c2C(=O)N1c1ccccn1 | · | -8 | 101 | · | · | -2 | · | 1 | · | ·
COc1ccc(OC)c(/C=N/NC(=O)CCc2n[nH]c(=O)[nH]c2=O)c1 | 1.0 | 3 | 82 | 0 | -5 | -3 | -1 | -3 | -2.7 | -1
CN(C(=O)c1cccc(NC(=O)Cc2ccc(NC(=O)C3CCN(C(=O)c4ccccc4)CC3)cc2)c1)C1CC1 | -2.3 | 8 | 102 | -5 | -9 | 2 | -2 | · | -0.1 | -1
COc1ccc(Cl)cc1NC(=O)CN(C)C(=O)Cn1c(=O)oc2ccccc21 | 0.2 | 32 | 117 | -5 | 5 | -1 | -1 | -3 | -0.7 | -3
COC(=O)c1c(NC(=O)CC2Sc3ccc(C(F)(F)F)cc3NC2=O)sc(C)c1C (stereo not given) | 3.4 | 11 | 99 | -2 | -7 | 3 | -4 | 1 | -0.4 | -4

Reprinted from the part before: 3 entries; new compounds follow.
SMILES | LANA DNA inh | Arrestin-AP2 inh | Pemphigus Ab inh | Keap1 Nrf2 FP | Cardiac RTF inh | V-ATPase pHluor | CAL PDZ FP-1 | NSD2 inh | CAL PDZ FP-2 | DAGLB inhibitor
CN(C(=O)c1cccc(NC(=O)Cc2ccc(NC(=O)C3CCN(C(=O)c4ccccc4)CC3)cc2)c1)C1CC1 | -2.3 | 8 | 102 | -5 | -9 | 2 | -2 | · | -0.1 | -1
COc1ccc(Cl)cc1NC(=O)CN(C)C(=O)Cn1c(=O)oc2ccccc21 | 0.2 | 32 | 117 | -5 | 5 | -1 | -1 | -3 | -0.7 | -3
COC(=O)c1c(NC(=O)CC2Sc3ccc(C(F)(F)F)cc3NC2=O)sc(C)c1C (stereo not given) | 3.4 | 11 | 99 | -2 | -7 | 3 | -4 | 1 | -0.4 | -4
COc1cc(N)c(Cl)cc1C(=O)OCC(=O)NCC1CCCO1 (stereo not given) | 0.2 | 32 | 96 | -1 | -5 | 1 | -1 | -9 | 0.1 | 0
CCOC(=O)C/C(C)=N/NC(=O)Nc1ccccc1 | 0.5 | -10 | 97 | 1 | -3 | -1 | -4 | -2 | -1.2 | -3
Cc1ccc(C(=O)N/N=C/c2cccc(OC(=O)/C=C/c3ccco3)c2)cn1 | 0.8 | 17 | 104 | 0 | · | -3 | 7 | 6 | -3.5 | ·
CCCN(CCC)c1ncnc2c1cnn2-c1ccc(OC)cc1 | -1.4 | 2 | 104 | -6 | -24 | 2 | -7 | · | -2.2 | 0
Cc1ccccc1NC(=O)COC(=O)CNC(=O)c1sc2ccccc2c1Cl | 4.5 | -1 | 103 | -2 | -4 | -3 | 2 | -4 | -1.3 | -6
CCCc1cc(-c2nc(N)ncc2-c2csc(C)n2)c(O)cc1OC | 0.1 | 2 | 113 | -4 | 2 | 1 | -1 | 5 | -2.5 | 2
COc1ccc(C(=O)N/C(=C\c2cccc([N+](=O)[O-])c2)C(=O)Nc2cccc(C(=O)O)c2)cc1 | 0.1 | 3 | 96 | 0 | -4 | 6 | 5 | 0 | · | 5
COc1ccc(NC(=O)C2CCCN2S(=O)(=O)c2cccs2)c([N+](=O)[O-])c1 (stereo not given) | -0.9 | -8 | 99 | -3 | -10 | -4 | -1 | 1 | -2.7 | 2
COc1ccc(CCNC(=O)CN(c2ccc(OC)c(OC)c2)S(C)(=O)=O)cc1OC | -0.6 | -7 | 87 | -2 | -14 | 1 | -1 | -19 | -1.2 | 1
Cc1cccc(NC(=S)N(CCN(C)C)Cc2cc3cccc(C)c3[nH]c2=O)c1 | 1.1 | 1 | 94 | -2 | 3 | 0 | -6 | 5 | -3.8 | 2
O=C(O)CCc1nc(-c2ccc(Cl)cc2)no1 | 12 | 25 | 97 | -3 | -3 | 0 | -3 | -1 | · | 0
O=C(COC(=O)CNC(=O)c1ccccc1)Nc1ccc(F)c([N+](=O)[O-])c1 | -2.9 | 15 | 70 | -5 | -5 | -7 | -4 | 1 | -1.7 | 0
Cc1cc2oc(=O)cc(CN3CCN(Cc4ccccc4)CC3)c2cc1O | 0.6 | 4 | 93 | -2 | -5 | -2 | -3 | -5 | -0.7 | -1
Cc1ccc(N(CCC#N)C(=O)COC(=O)c2nc3nc(C)cc(C)n3n2)cc1 | -0.5 | -7 | 99 | 2 | -14 | 0 | -2 | 25 | -1.0 | 2
CCC(=O)N1CCN(c2ccccc2NC(=O)Cc2ccc(Cl)cc2)CC1 | -0.4 | 1 | 103 | -3 | -4 | -2 | 1 | 1 | -1.6 | 2
O=C(/C=C/c1ccccc1O)c1ccccc1 | -0.6 | -11 | · | -6 | -1 | -1 | 7 | 1 | 0.5 | -8
COc1ccc(CCNS(=O)(=O)c2c(C)[nH]c(C)c2C(=O)N2CCCCC2)cc1OC | -1.5 | -3 | 66 | -10 | -5 | 4 | -1 | -3 | -2.0 | 1
COc1ccc(CCNC(=O)C2CCCN(c3nc(C)cc(C)n3)C2)cc1 (stereo not given) | 3.3 | 10 | 103 | 5 | -30 | -1 | 0 | 0 | -0.7 | 2
COc1cc(/C=C/C(=O)OCC(=O)NCc2cccs2)ccc1OCC#N | 0.7 | -11 | 128 | -5 | -30 | 2 | -2 | -2 | -2.1 | -3
CC(C)=CCC/C(C)=C/CNC(=O)C[C@H]1C[C@H](C(=O)N(C(C)C)C(C)C)[C@@]2(C)c3[nH]c4cc(CCC(=O)N(C)C)ccc4c3CCN2C1=O | -1.4 | 22 | 104 | -2 | -8 | 4 | 22 | · | -0.6 | 5
Cc1ccc(OCC(=O)Nc2ccc3oc(=O)ccc3c2)cc1 | 1.1 | 9 | 126 | -2 | 0 | 0 | · | -2 | -0.8 | -9
CCc1ccc(NC(=O)CSc2nnc(SCC(=O)Nc3ccc(CC)cc3)n2N)cc1 | -1.0 | 15 | 79 | -1 | -1 | -5 | -3 | 10 | 2.5 | 2
Cc1ccc(C(=O)c2oc3ccccc3c2NC(=O)c2cc(-c3ccccc3O)n[nH]2)cc1 | -0.4 | 8 | · | 0 | 12 | 0 | -2 | -1 | -3.0 | -7
Cc1noc(C)c1COc1ccc(C(=O)Nc2cccnc2)cc1 | -0.8 | 1 | 83 | -3 | 0 | 7 | 4 | -1 | -1.6 | -1
COCCCC1CCN(Cc2nc(Cc3ccccc3Cl)no2)CC1 | -1.0 | -4 | 91 | -3 | -42 | 1 | -4 | -6 | -0.8 | -2
CC(C)(C)SCCNS(=O)(=O)c1ccc(Cl)cc1 | 0.0 | 0 | 101 | -4 | · | 4 | 3 | -1 | 0.1 | ·
O=C1C(Cl)=C(NCCN2CCOCC2)C(=O)c2ccccc21 | 0.0 | 4 | 99 | 2 | 6 | -3 | 0 | 101* | 0.1 | 3
Cc1ccc(NC(=O)CCCN2C(=O)c3cccc4cccc(c34)C2=O)cc1 | 0.2 | -7 | 112 | 2 | 5 | -3 | 3 | -3 | -0.9 | -12
CCCCN(C)CC(O)Cn1cc(/C=C/C(=O)c2ccc(C)cc2)c2ccccc21 (stereo not given) | -3.2 | 3 | 92 | -9 | -8 | -6 | -3 | · | 0.1 | 0
O=C(COC(=O)C1CC(O)CN1S(=O)(=O)c1ccc(Cl)cc1)c1ccccc1 (stereo not given) | 2.9 | -16 | 103 | 2 | 4 | 0 | -4 | 0 | 0.4 | 1
COc1ccc(CNS(=O)(=O)NCc2ccc(C)cc2)cc1 | 0.0 | 3 | 101 | 0 | 8 | 0 | 4 | -1 | -0.2 | 0
CS(=O)(=O)N1N=C(c2cccs2)CC1c1ccccc1 (stereo not given) | -1.5 | 22 | 108 | -2 | 8 | -5 | 8 | -1 | 1.0 | -1
CC12CCC(=O)N1C(C(=O)Nc1nc3c(F)cc(F)cc3s1)CS2 (stereo not given) | 1.7 | -6 | 114 | -2 | -3 | -4 | · | 4 | 0.2 | 3
CC(C)C[C@@H](CO)N1CCNCCC1=O | 9.8 | 16 | 103 | 3 | -15 | 4 | -6 | · | -0.3 | -2
CC(=O)Nc1cccc(NC(=S)Nc2ccc(F)c(Cl)c2)c1 | -1.5 | -23 | 95 | -2 | 2 | -5 | · | 0 | -0.7 | -1
CN1CCN(C(c2cccnc2)c2ccc3cccnc3c2O)CC1 (stereo not given) | 0.1 | 4 | 99 | -11 | 6 | -1 | 1 | · | · | 7
Nc1nc(Nc2ccccc2F)nc(NCc2ccccc2)c1[N+](=O)[O-] | 5.2 | 32 | · | 0 | 0 | -1 | 2 | 1 | -1.3 | -6
O=C1CC(N2CCSCC2)C(=O)N1c1cccc(Br)c1 (stereo not given) | -1.4 | -9 | 105 | -3 | 1 | -5 | -4 | 10 | 0.2 | 0
COc1ccc(-c2c(C)oc3c(CN4CCCC(C)C4)c(O)ccc3c2=O)cc1OC (stereo not given) | -0.4 | 32 | 96 | -4 | -2 | 2 | 4 | 0 | -1.3 | -2
Cc1ccccc1Cn1c(C(C)O)nc2ccccc21 (stereo not given) | -0.5 | 37 | 112 | 4 | -1 | -6 | -1 | 1 | 0.0 | -2
COCCN1C=C2C(=O)C(C)(OC(=O)CCC(=O)OC)C(=O)C=C2C=C1C1CC1 (stereo not given) | 3.1 | 5 | 103 | -2 | -5 | 1 | -3 | · | 0.6 | 1
Cc1c(CC(=O)NC(C)C)c(=O)oc2cc3c(cc12)CCC(C)(C)O3 | -0.2 | 2 | 108 | -5 | -10 | -1 | -4 | 0 | -1.3 | -2
Cc1c(C(=O)CN2CCN(c3ccccc3)CC2)c2ccccc2n1C | 1.2 | -3 | 89 | -7 | -6 | 2 | -6 | 5 | -1.8 | 1
Cn1c(C=O)c(-c2ccc3cc[nH]c3c2)c2ccccc21 | -0.4 | 14 | 101 | -8 | -14 | -4 | 2 | · | -0.7 | 5
Cc1ccc(CNC(=O)C2CC(c3ccccc3C(F)(F)F)=NO2)cc1 (stereo not given) | 1.0 | 4 | 100 | 0 | 3 | 6 | -2 | · | -0.4 | -4
